Assay outcomes as filed in PubChem.
GAA850 FXN act – increases GAA850 frataxin promoter reporter activity | HEK293 lucGAA850 FXN promoter luciferase reporter, 24 h; percent of 10 µM SAHA response | activation, % at 6 µM | 360,000 tested, 0.56% active;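 active means activation above the average of all compounds screened plus 3 SD, cutoff fixed separately per campaign, cut at about 7.5% in these data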;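 further: 0% = DMSO wells and 100% = 10 µM SAHA wells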
DAX1 inh-1 – inhibits human nuclear receptor DAX1. inhibition, % at 6.75 µM. HEK293 Gal4-DAX1 luciferase reporter, luminescence. AID 504766. 340,000 tested, 0.99% active;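 active means inhibition above the mean over all tested compounds plus 3 SD, cut at about 4.2% in these data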;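 further: 0% = DAX1-transfected cells with DMSO and 100% = empty-vector control cells with DMSO; inhibition shows as a rise in luminescence from relieved DAX1 repression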
Target sequence (P51843 207-470 limits assumed): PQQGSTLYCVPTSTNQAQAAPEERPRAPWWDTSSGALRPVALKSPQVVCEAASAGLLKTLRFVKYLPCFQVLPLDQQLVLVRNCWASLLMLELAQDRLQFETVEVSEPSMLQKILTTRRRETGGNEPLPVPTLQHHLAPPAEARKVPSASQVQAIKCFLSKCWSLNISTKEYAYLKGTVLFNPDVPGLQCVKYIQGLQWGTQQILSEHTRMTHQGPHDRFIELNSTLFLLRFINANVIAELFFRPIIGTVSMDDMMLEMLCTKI
Rev-erbA mod – modulators of human Rev-erb alpha DNA binding; Rev-erbα–FITC-DNA binding, fluorescence polarization, 90 min; activity, % at 10 µM; 370,000 tested, 0.79% active; AID 1259318;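 active means activity above about 14%, limit read from the data; passing the limit was not always enough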;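 further: 0% = DMSO wells with 35 nM protein and 100% = DMSO wells with 750 nM protein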
Target sequence (P20393 whole entry, looked up): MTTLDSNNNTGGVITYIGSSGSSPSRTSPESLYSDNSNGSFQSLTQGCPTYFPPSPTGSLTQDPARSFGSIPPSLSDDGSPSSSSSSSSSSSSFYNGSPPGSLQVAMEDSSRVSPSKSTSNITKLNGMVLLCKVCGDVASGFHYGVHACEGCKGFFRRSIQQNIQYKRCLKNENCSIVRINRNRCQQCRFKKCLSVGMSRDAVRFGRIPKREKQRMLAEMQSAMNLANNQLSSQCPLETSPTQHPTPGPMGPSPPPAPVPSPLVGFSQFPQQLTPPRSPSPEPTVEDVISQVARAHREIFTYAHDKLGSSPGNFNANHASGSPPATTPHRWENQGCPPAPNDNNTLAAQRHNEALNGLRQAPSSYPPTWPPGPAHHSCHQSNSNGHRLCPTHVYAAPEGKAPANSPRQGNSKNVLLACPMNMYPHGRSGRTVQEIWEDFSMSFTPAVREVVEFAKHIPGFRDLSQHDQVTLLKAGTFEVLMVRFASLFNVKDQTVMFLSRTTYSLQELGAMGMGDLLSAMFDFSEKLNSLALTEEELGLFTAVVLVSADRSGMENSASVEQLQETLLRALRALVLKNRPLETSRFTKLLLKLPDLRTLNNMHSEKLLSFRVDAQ
SMARCA2 activ – increases SMARCA2 function in MMTV reporter cells; MG213 cells, MMTV-luciferase reporter, dexamethasone, overnight; activation, % at 9.1 µM; 370,000 tested, 1% active; in the data active means activation above about 7.8%;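 further: 0% = vehicle wells and 100% = reference activator wells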
hcDAF12 agonist – H. contortus DAF-12 activation, primary screen | HEK293 hcDAF-12 lit1-tk-luc reporter, luminescence; 0% DMSO, 100% Δ7-dafachronic acid | activation, % at 6.8 µM | 370,000 tested, 1.4% active | AID 652067;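 active means activation above the mean of all tested compounds plus 3 SD, cut at about 5.5% in these data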;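 further: 100% = response to 3 µM Δ7-dafachronic acid high control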
HGIII-sPLA2 inh – Blocks human group III sPLA2 activity; Q9NZ20; QFRET BODIPY PC-A2 liposome hydrolysis, fluorescence; inhibition, % at 12.2 µM; 370,000 tested, 0.56% active;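 active means inhibition above mean plus 3 SD of compounds lying within the high and low control bounds, cut at about 19% in these data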;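 further: 0% = median of test compound wells and 100% = no enzyme DMSO wells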
DAX1 inh-2 – DAX1 (NR0B1) inhibition, primary screen. inhibition, % at 6.8 µM. AID 652010. HEK293T StAR-luciferase reporter, SF-1/DAX-1 repression relief. 370,000 tested, 1.1% active;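 active means inhibition above the mean over all tested compounds plus 3 SD, cut at about 3.6% in these data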;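 further: 0% = DAX-1 cells with DMSO and 100% = cells lacking DAX-1 with DMSO; higher inhibition means more luminescence from relief of DAX-1 repression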
PG9 Ab binder – small molecules binding HIV-1 gp120 antibody PG9; TR-FRET gp120-PG9 antibody binding; inhibition, % at 6.7 µM; 360,000 tested, 0.43% active; in the data active means inhibition above about 8.5%
ssDAF-12 act – activates DAF-12 receptor from parasite S. stercoralis; AID 652126; activation, % at 6.8 µM; 370,000 tested, 1% active; HEK293 ssDAF-12/GRIP1 lit1-tk-luc reporter, luminescence; % of 3 µM dafachronic acid response;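 active means activation above the mean over all tested compounds plus 3 SD, cut at about 0.9% in these data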;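 further: 0% = DMSO-only wells and 100% = 3 µM delta7-dafachronic acid wells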
PLCb3 inh – blocks human PLC-beta3 enzyme activity; inhibition, % at 12.2 µM; Q01970; AID 720704; 370,000 tested, 0.18% active; Purified PLC-beta3, fluorogenic substrate, fluorescence; in the data active means inhibition above about 11%;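 further: 0% = median of compound wells on plate and 100% = full blocker control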
hgDAF12 agonist – activates the H. glycines DAF-12 receptor ligand-binding domain. HEK293 GAL4-hgDAF12 UAS-luciferase reporter, agonist luminescence; normalized to butyrate control. activation, % at 6.8 µM. 370,000 tested, 1.8% active;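 active means activation above a cutoff set at the mean of all screened compounds plus 3 SD, cut at about 10% in these data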;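 further: 0% = DMSO wells and 100% = sodium butyrate wells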
Numbers without * were called inactive; . = no result given. This is a random part of the collection; any-hit rate near 7%.

SMILES | GAA850 FXN act | DAX1 inh-1 | Rev-erbA mod | SMARCA2 activ | hcDAF12 agonist | HGIII-sPLA2 inh | DAX1 inh-2 | PG9 Ab binder | ssDAF-12 act | PLCb3 inh | hgDAF12 agonist
CC(C)(C)C(=O)COC(=O)c1ccc(O)cc1 | 0.7 | -0.1 | -2 | 2 | -1.5 | -8 | -0.3 | 0.0 | -1.4 | -2 | -0.7
CC(C)(C)OC(=O)CNC(=O)c1nc[nH]c1C(=O)NCc1ccccc1 | 1.2 | 0.3 | -10 | 0 | -2.5 | -6 | 0.2 | -2.1 | -1.4 | 1 | -3.3
O=C(NCCN1C(=O)S/C(=C\c2ccc(Cl)c(Cl)c2)C1=O)c1cnccn1 | 1.0 | -1.1 | -3 | 0 | 1.4 | 1 | -0.2 | -1.9 | -0.8 | -1 | 0.8
Cc1ccc(C(=O)C=CNNC(=O)c2ccccc2)cc1 | 4.3 | 1.7 | -3 | 3 | 0.5 | -23 | -0.3 | -1.0 | -0.6 | -11 | 7.5
O=C(CNC(=O)c1cccs1)NCC(=O)OCc1ccccc1Br | -0.3 | -0.4 | 1 | -3 | -2.1 | 5 | 0.0 | -0.9 | -1.7 | -9 | -2.6
COc1cccc(CNC(=O)CCCCCNC(=O)N2CCn3c2nc2ccccc23)c1 | 0.3 | 0.1 | 0 | 0 | -2.9 | -7 | 0.2 | -1.4 | -1.2 | 1 | -0.7
O=C(NC1CCCCC1)C1CCN(C(=O)NCc2ccccc2)CC1 | -0.4 | 3.4 | 2 | -2 | 0.2 | 1 | -0.4 | -0.9 | -1.6 | -1 | -0.4
Cc1cccc(NC(=O)C[n+]2ccccc2)c1 | -0.7 | 1.7 | -6 | -1 | -2.4 | -2 | 0.4 | 0.4 | -0.4 | -2 | -0.6
COc1ccccc1-n1cnnc1SCC(=O)NC1CCCC1 | 0.2 | 0.3 | -2 | 2 | 0.5 | 1 | 0.8 | -1.1 | -1.3 | 0 | 0.1
NNC(=O)c1sc(-c2ccccc2)cc1N | 2.3 | -0.8 | 2 | -3 | 1.6 | -3 | -1.8 | -3.7 | -1.0 | -54 | 6.9
CCN(CC)CCN(C(=O)c1ccc(C(=O)c2ccccc2)cc1)c1nc2ccc(OC)cc2s1 | 2.8 | -0.6 | 4 | 0 | -1.5 | 6 | 0.7 | -1.0 | -0.5 | -4 | 3.0
CC(=O)Nc1ccc(C(=O)OCC(=O)N(Cc2ccccc2)C(C)(C)C)cc1 | -1.3 | -0.5 | -2 | -3 | -2.1 | -11 | -1.1 | 1.1 | -1.4 | -3 | -2.3
O=C(NN=Cc1ccc([N+](=O)[O-])cc1)c1ccncc1 | 1.4 | 2.6 | -1 | -2 | -0.2 | 3 | 1.1 | 0.0 | -0.5 | 4 | -2.4
O=C(CSc1nnc(COc2ccc(F)cc2)o1)N1CCCCC1 | 1.3 | 3.0 | -5 | -2 | -0.9 | 4 | 0.1 | 0.1 | -1.5 | -5 | -1.3
Cc1ccc(NC(=O)NCc2c(C)nn(C)c2C)cc1Cl | 3.7 | 0.5 | -3 | 6 | 1.4 | -6 | 4.3* | 2.1 | -0.8 | -6 | 13*
COC(=O)c1sc(-c2ccccc2)cc1NC(=O)c1ccc(OC)cc1 | 1.8 | -0.8 | -2 | -4 | 0.9 | 10 | -0.4 | -0.8 | -0.7 | 4 | 1.3
CCCCOC(=O)Nc1ccc(C(N)=O)cc1 | 3.4 | 4.3* | 2 | 4 | 0.3 | -4 | 0.9 | -0.1 | -0.5 | 0 | 9.4
CCn1c(SC(C)C)nnc1-c1cc(-c2ccccc2)sc1N | -1.0 | -0.6 | -2 | 1 | -1.8 | 8 | 0.5 | -2.5 | -1.5 | -2 | 2.9
O=C(c1ccc(=O)[nH]c1)N1CCN(S(=O)(=O)c2ccccc2)CC1 | 0.2 | -0.1 | 0 | -2 | -1.0 | 8 | -0.2 | -0.5 | -0.5 | -7 | -3.8
C[C@H]1CCC[C@@]2(O[C@H](CCO)C[C@@H](O)[C@@H]2O)O1 | -0.5 | -0.3 | -4 | 1 | -1.2 | 7 | -0.2 | 0.2 | -0.8 | 2 | 2.0
FC(F)(F)c1ccccc1NC(=S)Nc1cccc2cnccc12 | -1.0 | -1.5 | -17 | 0 | -0.2 | -4 | -1.3 | -1.2 | -1.6 | -22 | -3.1
OCC[C@H]1C[C@@H](O)[C@H](O)[C@@]2(CCCc3ccccc3O2)O1 | 1.4 | -0.1 | -6 | 0 | 0.8 | 5 | -0.2 | -2.5 | -1.2 | -1 | 2.3
O=C(NCc1ccccc1)C1(C(=O)C2CC2)CC(c2ccccn2)=NO1 (stereo unspecified) | . | . | 1 | -4 | 1.3 | 5 | 0.8 | . | -0.3 | 2 | 1.5
CCOCCOCCC(C(=O)O)P(=O)(c1ccccc1)c1ccccc1 (stereo unspecified) | -1.4 | 1.3 | 2 | 0 | -0.9 | 7 | 0.3 | 0.9 | -1.1 | -1 | -1.4
CCc1[nH]nc(C(=O)N2CCCC(N3CCN(c4ccccc4C)CC3)C2)c1C (stereo unspecified) | 0.3 | 0.1 | 2 | -2 | -1.2 | -13 | -1.1 | 0.2 | -1.2 | -1 | -1.1
CC(/C=C/c1ccccc1)=N\NC(=O)Cn1nc(C)cc1C | -0.5 | -0.4 | 2 | -1 | -0.7 | 3 | -0.1 | -2.4 | -0.9 | -4 | 1.6
COc1ccc(-c2noc(CCC(=O)NCCc3cccc(C)c3)n2)cc1 | 2.5 | -0.6 | -1 | -3 | -1.2 | -10 | 0.1 | -0.7 | -2.0 | 0 | 0.1
COc1ccc(CN2C(=O)C(CC(=O)NCCc3ccccn3)CC(C(=O)N(C(C)C)C(C)C)=C2C)cc1 (stereo unspecified) | 0.2 | 0.4 | -6 | 4 | 0.5 | 1 | -0.7 | -0.2 | -0.6 | -2 | 0.3
O=C(NC1=NCCS1)c1ccc(Cl)c(S(=O)(=O)N2CCCCCC2)c1 | 4.3 | -1.1 | 3 | -1 | -1.3 | -15 | -0.3 | 2.0 | -1.7 | -1 | 1.8
CC1(C)Cc2nc3sc4c(SCC(=O)NCc5ccccc5)ncnc4c3cc2CO1 | 3.6 | -1.5 | -3 | 6 | 2.1 | -3 | -1.4 | 48* | -0.4 | -5 | 8.4
COc1ccc(C(=O)Nc2ccc(S(=O)(=O)N3CCOCC3)cc2)cc1[N+](=O)[O-] | -1.1 | 2.4 | -5 | 1 | 0.1 | -2 | -1.1 | 0.0 | -1.3 | -6 | -0.2
Cc1cccc(C(O)c2ncc(-c3ccc4ccccc4c3)[nH]2)c1C (stereo unspecified) | 0.8 | . | 3 | -3 | 2.2 | 2 | -0.9 | 0.5 | -1.5 | -29 | 4.1
Cc1nc([N+](=O)[O-])c(N2CCOCC2)n1Cc1ccccc1 | 1.3 | . | -5 | -3 | -0.5 | 1 | -0.1 | -0.4 | -1.0 | -3 | -1.4
COCCNC(=O)c1onc(CSc2ccccc2F)c1C(=O)O | -0.7 | 1.4 | 5 | -1 | -0.5 | 7 | -0.2 | -0.3 | -1.1 | 1 | 0.8
O=C(NCCc1ccc(Cl)cc1)c1cccc(NC2=NC3CS(=O)(=O)CC3S2)c1 (stereo unspecified) | 1.2 | -0.4 | -9 | 1 | -1.2 | -1 | -0.3 | -1.5 | -0.6 | 2 | -1.2
CN(C)CCCn1c(=S)[nH]c2sc3c(c2c1=O)CCCC3 | 1.7 | -0.7 | 1 | 1 | -0.6 | -3 | 0.5 | -4.4 | -0.5 | -1 | 2.1
O=C(CCN1C(=O)/C(=C/c2ccccc2Cl)SC1=S)NN1CCOCC1 | 0.1 | -0.2 | -7 | 0 | -1.0 | 0 | 1.6 | -1.1 | -1.1 | -2 | 1.8
COc1cc(/C=C(\C#N)C(=O)N2CCCCC2)ccc1O | 1.6 | 0.2 | 3 | 0 | -0.5 | 8 | -0.1 | -0.8 | -0.9 | -10 | 3.3
O=C(Nc1ccc(Cl)cc1)NN1CC(=O)N(c2cccc(C(F)(F)F)c2)CC1=O | 1.2 | 1.6 | 6 | -3 | -0.7 | 2 | -0.6 | 1.3 | -0.5 | 1 | -0.6
COc1ccc(NC(=O)C2=NN(c3ccccc3)C(=O)CC2)cn1 | 0.3 | -0.1 | -2 | 2 | 0.9 | 2 | -1.4 | -1.1 | -0.3 | -2 | 6.0
CCNC(=S)Nc1ccc(C)c(Cl)c1 | 1.3 | -1.1 | 4 | 2 | 0.6 | 5 | -0.3 | 1.2 | -1.8 | -2 | 1.2
O=C(NCc1ccco1)c1cccc2c1C(=O)c1ccc(/C=C/c3ccccc3)cc1S2(=O)=O | -4.3 | -1.3 | -25 | 2 | -1.0 | 9 | -0.3 | 1.6 | -1.6 | -385 | -0.9
C/C(Cn1cnc([N+](=O)[O-])n1)=N\NC(=O)c1ccccc1 | 4.3 | 4.3* | -5 | 3 | 1.3 | 5 | 2.1 | 1.7 | -0.7 | 1 | 6.2
COCCCNC(=S)N1CCN(C(=O)c2ccco2)CC1 | 1.1 | -0.9 | 7 | 0 | -0.3 | 3 | 0.1 | -0.2 | -0.8 | 1 | 0.1
COc1ccc(-n2cnnc2SCC(=O)Nc2cc(C(C)(C)C)nn2-c2ccccc2)cc1 | 1.9 | 0.6 | 3 | 1 | -1.2 | -1 | -1.0 | -2.6 | -1.3 | 2 | -1.5
O=[N+]([O-])c1cc(Br)c(O)c(/C=N/Nc2nnnn2-c2cccc3ccccc23)c1 | -0.6 | -0.1 | -10 | -2 | -0.1 | -1 | -0.2 | -2.1 | -1.6 | -31 | 0.8
Cc1ccc(C(O)Cn2nc(C)cc2C)cc1 (stereo unspecified) | 0.4 | -0.3 | 0 | -1 | -2.9 | 11 | -0.2 | -0.5 | -1.3 | -1 | 0.6
CCOc1ccccc1OCC(=O)OCC(=O)Nc1ncc(Cl)cc1Cl | -1.1 | 2.0 | 1 | 0 | 0.2 | 10 | 0.8 | -0.5 | -0.2 | -1 | -2.6
O=C(CN1CCC(C(=O)O)CC1)Nc1ccccc1Oc1ccccc1 | 1.5 | . | -2 | -3 | -0.9 | 16 | -0.2 | -0.9 | -0.9 | -5 | 0.3
CCOC(=O)c1ccc(N2C(=O)Cc3ccccc3C2=O)cc1 | -1.4 | 1.5 | -5 | -2 | -1.2 | -11 | 0.2 | -1.4 | -1.0 | -22 | 2.6
COc1ccc(S[C@]2(C(=O)N(C)C)CC(=O)N(S(=O)(=O)c3ccc(F)cc3)[C@@H]2c2ccc(OC)cc2)cc1 | . | . | 4 | -4 | -2.8 | 2 | -2.5 | . | -1.0 | -1 | -1.6
Cc1cc(C(=O)O)ccc1-n1c(C)cc(/C=C2\SC(=O)NC2=O)c1C | 2.0 | -1.8 | -2 | -1 | -0.8 | 4 | 0.0 | -0.5 | -0.7 | -17 | -2.5
NC(=O)CC(NC(=O)c1ccccc1)c1ccc(NC2CCC2)c([N+](=O)[O-])c1 (stereo unspecified) | 2.0 | 1.2 | 11 | 0 | -1.4 | 4 | -0.4 | 0.2 | -1.0 | 0 | -1.0
